Screens from PubChem BioAssay.
RGS4 act = RGS4 potentiation or activation | HEK293 M3R/inducible RGS4, carbachol calcium flux Fluo4; active compounds read low | 310,000 compounds, 0.92% hits | B-score at 10 µM | AID 463111;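 active = B-score of the integrated calcium signal more than 4 SD below the library mean, with starting fluorescence not abnormally high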;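 note: negative B-score means reduced calcium response which marks RGS4 activation or potentiation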
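System – HEK293 FlpIn-TREx cells, stable M3R, doxycycline-inducible RGS4 · Reagent – ECmax carbachol challenge · Times – compound preincubation 20 min at room temperature before agonist · Technique – Fluo4 fluorescence kinetic imaging of calcium · Measure – B score of integrated Fluo4 ratio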
KCNQ1 block = inhibitors of human KCNQ1 potassium channel | CHO-K1 KCNQ1, FluxOR thallium flux fluorescence; active compounds read high | 310,000 compounds, 1.3% hits | P51787 | B-score at 10 µM;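 active = compounds whose thallium flux B-score, printed positive for inhibition, exceeds three library SD while starting fluorescence stays within three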;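 note: channel opened by potassium depolarization with thallium stimulus after 20 min compound exposure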
SKKanGAS inh = inhibitors of SKKanGAS S. pyogenes growth in kanamycin (SK-promoter or general growth effect); BacTiter-Glo, 6 h; inhibition, % at 7.5 µM; 300,000 compounds, 1.3% hits;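 active = mean replicate score, as percent of positive control median, at least 50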;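 note: strain carries kanamycin resistance gene driven by streptokinase promoter and grows in 40 µg/ml kanamycin; loss of luminescence reflects streptokinase promoter inhibition or plain growth inhibition; 0% = median of DMSO wells and 100% = positive control at its reference dose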
TMEM16A inh = mouse TMEM16A channel inhibition, primary screen; AID 588511; HEK293 TMEM16A/YFP iodide influx fluorescence, ionomycin; normalized B-score (activity score, 25-100; higher = stronger inhibition) at 10 µM; 310,000 compounds, 1.2% hits; Q8BHY3;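 active = ratio plate-corrected score three or more library SD toward inhibition, starting fluorescence score within five deviations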;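 note: score derived from kinetic fluorescence span divided by baseline fluorescence per well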
Target sequence (Q8BHY3 whole entry, looked up): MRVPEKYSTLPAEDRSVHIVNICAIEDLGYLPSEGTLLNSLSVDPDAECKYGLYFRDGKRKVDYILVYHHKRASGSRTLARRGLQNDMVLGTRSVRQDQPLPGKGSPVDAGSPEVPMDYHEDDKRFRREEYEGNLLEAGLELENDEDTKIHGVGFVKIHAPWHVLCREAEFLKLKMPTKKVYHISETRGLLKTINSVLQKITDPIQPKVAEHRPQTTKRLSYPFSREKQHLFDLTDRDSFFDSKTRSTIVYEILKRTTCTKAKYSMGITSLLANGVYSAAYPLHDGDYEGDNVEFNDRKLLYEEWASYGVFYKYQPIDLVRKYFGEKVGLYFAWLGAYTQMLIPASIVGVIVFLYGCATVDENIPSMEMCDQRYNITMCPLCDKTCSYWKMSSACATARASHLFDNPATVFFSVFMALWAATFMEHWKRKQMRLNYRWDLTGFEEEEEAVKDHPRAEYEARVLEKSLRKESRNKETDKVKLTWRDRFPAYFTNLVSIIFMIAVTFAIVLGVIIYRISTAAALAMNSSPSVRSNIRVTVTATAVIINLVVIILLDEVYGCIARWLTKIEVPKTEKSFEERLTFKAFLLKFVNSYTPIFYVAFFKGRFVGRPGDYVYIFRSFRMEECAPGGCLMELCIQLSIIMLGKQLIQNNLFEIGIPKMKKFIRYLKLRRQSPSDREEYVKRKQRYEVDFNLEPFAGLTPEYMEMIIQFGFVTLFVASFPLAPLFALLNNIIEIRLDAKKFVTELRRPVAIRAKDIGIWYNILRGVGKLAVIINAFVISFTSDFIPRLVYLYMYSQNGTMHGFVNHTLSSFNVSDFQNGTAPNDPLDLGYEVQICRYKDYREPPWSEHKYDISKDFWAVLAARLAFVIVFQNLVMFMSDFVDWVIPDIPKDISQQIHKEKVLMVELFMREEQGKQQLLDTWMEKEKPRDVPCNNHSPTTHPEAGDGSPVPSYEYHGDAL
RGS4 inh = human RGS4 inhibition; P49798; HEK293 M3R/RGS4 inducible, Fluo-4 calcium flux; active compounds read high; triggered by carbachol at its EC20; B-score at 10 µM; 310,000 compounds, 0.45% hits;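 active = B-score, a plate-corrected calcium signal, over three deviations above library mean, with baseline fluorescence within five deviations of library mean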;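 note: RGS4 expression induced by doxycycline in cells with stable M3 receptor; B-score is computed from the integrated fluorescence ratio over baseline after carbachol; higher B-score means a larger calcium signal and so more RGS4 inhibition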
KCNQ1 act = potentiates or activates the human KCNQ1 potassium channel. P51787. CHO-K1 KCNQ1, thallium flux FluxOR fluorescence; active compounds read high. B-score at 10 µM. 310,000 compounds, 0.35% hits. AID 2648;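 active = fluorescence ratio B-score, a plate-corrected score, at least three library SD, with initial intensity B-score within 5 SD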
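Medium – assay buffer, equal DMSO in all wells · Material – CHO-K1 cell line with stable KCNQ1 potassium channel expression · Signal – kinetic FluxOR thallium fluorescence, 10-s 1-Hz baseline, 110-s post-stimulus read · Compound – single concentration per compound, DMSO matched to controls · Schedule – 37 °C overnight plating, 90-min dark dye load, 20-min compound pretreatment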
hERG protect = shields human hERG channel from block by proarrhythmic agents. Q12809. CHO-hERG, FluxOR thallium flux, dofetilide IC70 present. activation (rescue from dofetilide block), less the hit threshold, % at 10 µM. 310,000 compounds, 0.51% hits;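 active = activation above the mean of controls blocked by dofetilide plus 5 SD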;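 note: thallium influx through hERG after potassium depolarization seen as dye fluorescence rise; in these data hits start at about 4.7%; inactives centre near -7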
TMEM16A act = activators or potentiators of mouse TMEM16A chloride channel. Q8BHY3. HEK293 TMEM16A/YFP-H148Q/I152L, iodide quench fluorescence; active compounds read low. B-score at 10 µM. 340,000 compounds, 0.3% hits. AID 623877;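 active = fluorescence-ratio B-score plate-corrected deviation score at least 3 library SD below zero, with starting fluorescence score within 5 deviations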;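 note: channel opened by trigger with iodide after compound preincubation; score built on the fluorescence ratio of max minus min over baseline; more negative score means more quench and so TMEM16A activation or potentiation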
HDAC3 inhib = blocks human histone deacetylase 3; recombinant HDAC3, fluorogenic peptide/trypsin coupled, fluorescence; inhibition, % at 8.3 µM; 320,000 compounds, 0.15% hits; AID 2718; in the data active = inhibition above about 26%, passing the limit was not always enough
KCNK9 block = inhibitors of human KCNK9 two-pore domain potassium channel | B-score at 10 µM | 310,000 compounds, 1.2% hits | HEK293 KCNK9, FluxOR thallium flux fluorescence; active compounds read low;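 active = ratio B-score over 3 SD below the library mean, with starting fluorescence within 5 SD of its mean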;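 note: negative B-score means less thallium flux so channel inhibition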
KCNK3 inh = human KCNK3 channel inhibition, primary screen. B-score at 10 µM. 340,000 compounds, 0.84% hits. AID 602410. CHO-KCNK3 thallium flux, FluxOR fluorescence; active compounds read low. O14649;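 active = B-score under library mean minus 4 SD, starting fluorescence ratio at most library mean plus 5 SD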;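 note: more negative B-score means stronger inhibition of thallium flux through KCNK3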
* hit, by the source's call; i = inactive; / = not tested or not shown. No enrichment for hits (roughly 6.3% active in at least one column).

SMILES	RGS4 act	KCNQ1 block	SKKanGAS inh	TMEM16A inh	RGS4 inh	KCNQ1 act	hERG protect	TMEM16A act	HDAC3 inhib	KCNK9 block	KCNK3 inh
Cc1ccccc1-n1c(C)nnc1SCC(=O)N1CCc2ccccc2C1	i	i	-1	i	i	i	-6	i	5	i	i
Cc1ccc(C(=O)N/C(=C\c2ccc(-c3ccccc3[N+](=O)[O-])o2)C(=O)NCCCN2CCOCC2)cc1	i	i	18	i	i	i	-7	i	5	i	i
O=C(COc1ccccc1[N+](=O)[O-])NCc1cccnc1	i	i	-2	i	i	i	-5	i	-1	i	i
Cc1c(C(=O)O)cccc1-c1ccc(/C=N/Nc2ccc(Br)cc2)o1	i	i	11	i	i	i	-12	i	-2	i	i
CCOc1ccc(NC(=O)c2ccc(N)cc2)cc1	i	i	-1	i	i	11*	-1	i	1	i	i
Cn1c(SCc2nc3ccccc3[nH]2)nnc1-c1cccs1	i	i	-9	i	i	i	-11	i	4	i	i
COc1ccc(CNC(=O)C2COc3ccccc3O2)c(OC)c1 (stereo not given)	i	i	-4	i	i	i	-13	i	3	i	i
O=C(O)c1ccc(/C=N/NC(=O)c2cc3c(ccc4ccccc43)o2)cc1	i	i	33	i	i	i	-14	i	3	i	i
CCC1Oc2ccccc2N(CC(=O)NC2CC2)C1=O (stereo not given)	i	i	2	i	i	i	-6	i	5	i	i
CCCCn1c(N)c(N(CCOC)C(=O)c2ccc(Cl)c(S(=O)(=O)N3CCCCC3)c2)c(=O)[nH]c1=O	i	i	24	i	i	i	-15	i	0	i	i
Cc1c(Cl)cnc(NC(=O)COC(=O)Cc2coc3ccc4ccccc4c23)c1Cl	i	i	33	i	i	i	-10	i	1	i	i
Cc1ccccc1OCC(=O)N1CCN(C(=O)COc2ccccc2C)CC1	i	i	1	i	i	i	-2	i	7	i	i
CCCN1C(=O)/C(=C/c2c(N3CCNC(=O)C3CC(=O)OCC)nc3c(C)cccn3c2=O)SC1=S (stereo not given)	i	i	24	i	i	i	-39	i	/	i	i
CCOc1ccc(NC(=O)CCS(=O)(=O)c2ccc3c(c2)CCCN3C(C)=O)cc1	i	i	1	i	i	i	-2	/	-9	i	i
O=C(Cn1cnc([N+](=O)[O-])c1)NCCc1ccccc1	i	i	-1	i	i	i	-4	i	-16	i	i
O=C(CSc1ccc(-c2nc3ccccc3[nH]2)cn1)Nc1ccc(S(=O)(=O)NC2CC2)cc1	i	i	20	i	i	i	-8	i	3	i	i
COC(=O)c1c(C)cc(O)c(C=O)c1O	i	i	1	i	5.2*	i	-11	i	-1	i	i
O=C(CSc1nc(-c2cccs2)cc(C(F)(F)F)n1)NCc1ccco1	i	i	-1	i	i	i	-9	i	2	i	i
O=c1c(Oc2ccccc2)coc2cc(O)cc(O)c12	i	i	0	i	i	i	-5	i	-7	i	i
CC(=O)N1CCSc2ccc(S(=O)(=O)Nc3cccc(C)c3)cc21	i	i	0	i	i	i	-12	i	-3	i	i
COc1cccc(/C=C/C(=C2/C(=O)N(c3ccccc3)N=C2C)c2ccc(C)cc2)c1OC	i	i	6	i	i	i	-6	i	1	i	i
Cc1nc(CSc2nnc(Nc3cccc(C)c3C)s2)cs1	i	i	-15	i	i	i	-3	i	6	i	i
COc1cc(C(=O)NC(C)c2ccc3ccccc3c2)cc(Cl)c1O (stereo not given)	i	i	14	i	i	i	-18	i	12	i	i
CCOc1ccc(NC(=O)C/C(C)=N/NC(=O)c2cnccn2)cc1	i	i	-4	i	i	i	-7	i	-13	i	i
O=C(NC1CCCCCC1)c1ccc(N2CCCC2=O)cc1	i	i	-5	i	i	i	-3	i	1	i	i
CC(C)CC(=O)Nc1ccc(C(=O)NNC(=O)C(c2ccccc2)c2ccccc2)cc1	i	i	-1	i	i	i	-3	i	-2	i	i
COc1ccc(NC(=O)c2oc3ccc(S(=O)(=O)N4CCOCC4)cc3c2C)cc1	i	i	-6	i	i	i	-21	i	-4	i	i
Cc1c(NS(=O)(=O)c2ccc3nc(COc4ccccc4Cl)[nH]c3c2)c(=O)n(-c2ccccc2)n1C	i	i	13	i	i	i	-21	i	6	i	i
CCCc1ccc(OCc2nc(-c3ccc(NC(=O)c4cccs4)cc3)no2)cc1	i	i	-8	i	i	i	-7	i	-1	i	i
CCc1nc(SCC(=O)NNC(=O)c2ccc(C)cc2)c2ccccc2n1	i	i	-4	i	i	i	-4	i	-12	i	-8.7*
COc1ccc(Cl)cc1NC(=O)c1cnccn1	i	i	-3	i	i	i	-8	i	-5	i	i
COc1cc([N+](=O)[O-])cc(/C=N/NC(=O)c2cc(C)nc3ccccc23)c1O	i	i	106*	i	i	i	-15	i	12	i	i
Nc1nnc(SCC(=O)OCC(=O)Nc2ccc(Br)cc2)s1	i	i	-9	i	i	i	-9	i	3	i	i
COc1ccc(/C=C/C(=O)OC(C)CN2CCCCC2)cc1 (stereo not given)	i	i	0	i	i	i	-5	i	5	i	i
CCOC(=O)C1CCCN(C(=O)C2CC(=O)N(c3ccc(C)cc3)C2)C1 (stereo not given)	i	i	-8	i	i	i	2	i	0	i	i
CCN(CC)C(=O)CSc1nnc(NC(=O)CCc2ccccc2)s1	i	i	11	i	i	i	-11	i	-7	i	i
Cc1cc(C)nc(Nc2ccccc2F)n1	i	i	0	i	i	i	1	i	-1	i	i
Nc1nnnn1/N=C/c1ccc(Cl)cc1	i	i	4	i	i	i	-4	i	1	i	i
CC(=O)NCCC(=O)N1CCCC(N2CCN(c3cccc(Cl)c3)CC2)C1 (stereo not given)	i	i	-1	i	i	i	-1	i	3	i	i
CSc1ccc(/C=N\NC(=O)COc2ccc(Cl)cc2Br)cc1	i	i	6	i	i	i	-13	i	-8	i	i
O=C(Nc1ccc(CN2CCCCC2)cc1)c1cccc(Br)c1	i	i	-2	i	i	i	-11	i	1	i	i
COc1cccc(C(=O)O/N=C(\N)CS(=O)(=O)c2ccccc2)c1	i	i	-8	i	i	i	-10	i	2	i	i
COc1ccc(C(=O)NCCCN2CCOCC2)cc1Br	i	i	-16	i	i	i	-1	i	2	i	i
Cc1ccc(NC(=O)CSc2nnc(-c3ccccn3)n2N)c(Br)c1	i	i	2	i	i	i	-8	i	2	i	i
COc1cccc(NC(=O)C(=O)N/N=C(\C)CC(=O)Nc2ccc(NC(C)=O)cc2)c1	i	i	-1	i	i	i	-5	i	-6	i	i
Cc1ccc(-c2c(C#N)c(N)nc3c2CCCC3)o1	i	i	-4	i	i	i	-12	i	-8	i	i
Cc1cccn2c(=O)c(/C=C(\C#N)C(N)=O)c(N3CCN(Cc4ccc5c(c4)OCO5)CC3)nc12	-8.5*	i	4	i	i	i	-15	i	-6	i	i
COc1cc(CC(=O)OCC(=O)N2C(C)CCCC2C)cc(OC)c1OC (stereo not given)	i	i	1	i	i	i	0	i	-4	i	i
CCn1cc(C(=O)NCCN(C)C)c(=O)c2cc(F)c(N3CCN(C)CC3)cc21	i	i	-1	i	i	i	1	i	-16	i	i
O=C1CCCN1CC(CN1CCOCC1)Sc1nnnn1-c1ccccc1 (stereo not given)	i	i	5	i	i	i	-11	i	1	i	i
CCCCN(CC)C(=O)Cc1c(C(=O)O)[nH]c2ccc(Cl)cc12	i	i	/	i	i	i	-2	i	-4	i	i
COc1ccc(NC(=O)CN(C)C(=O)c2ccc(N3CCCCCC3)c([N+](=O)[O-])c2)cc1	i	i	-7	i	i	i	-12	i	-12	i	i
CC(NC(=O)/C(C#N)=C/c1ccco1)c1ccccc1 (stereo not given)	i	i	3	i	i	i	-15	i	9	i	i
CCN1CCCC1CNCc1cccc(OC)c1OCc1ccc(F)cc1 (stereo not given)	i	i	-1	i	i	i	-4	i	-3	i	i
O=C(Nc1cccnc1)c1cc(-c2cccnc2)nc2ccc(Br)cc12	i	i	-6	i	i	i	-16	i	/	-7.7*	-13*
O=C(Cn1cc(S(=O)(=O)Cc2ccccc2)c2ccccc21)Nc1ccccc1	i	i	3	i	i	i	-8	i	/	i	i
Cc1c(NC(=O)CSCc2c(F)cccc2Cl)c(=O)n(-c2ccccc2)n1C	i	i	0	i	i	i	-3	/	0	i	/
Cc1ccc(C)c(S(=O)(=O)Nc2ccc(S(=O)(=O)Nc3onc(C)c3C)cc2)c1	i	i	15	/	i	i	-10	i	/	i	i
Cc1nn(-c2ccccc2)c2c1C(c1ccc(F)cc1)C(C#N)=C(N)O2 (stereo not given)	i	i	-5	i	i	i	-6	i	4	i	i
Cc1ccccc1OCCn1ccnc1	i	i	2	i	i	i	-6	i	-4	i	i

Other structures follow.
SMILES	RGS4 act	KCNQ1 block	SKKanGAS inh	TMEM16A inh	RGS4 inh	KCNQ1 act	hERG protect	TMEM16A act	HDAC3 inhib	KCNK9 block	KCNK3 inh
O=S(=O)(c1ccccc1)N1CCN=C1SCc1ccccc1Cl	i	i	21	i	i	i	-3	i	3	-9.7*	-11*
CC(Oc1ccccc1F)C(=O)NNC(=O)CCNC(=O)c1ccccc1Cl (stereo not given)	i	i	6	i	i	i	-10	i	6	i	i
Cc1cccc(-c2nc(CSCC(=O)N3CCN(c4ccccn4)CC3)c(C)o2)c1	i	i	-14	i	i	i	-22	i	-1	i	i
O=C(CSc1nnc(-c2ccccc2O)o1)N1CCCCC1	i	i	-15	i	i	i	-12	i	-3	i	i
O=[N+]([O-])CC(=Nc1ccc(F)cc1)N/N=C\c1oc(O)c2ccccc12	i	i	21	i	i	i	-16	/	1	i	/
COC(=O)CCN(C(=O)C1C2CC3CC(C2)CC1C3)c1ccccn1 (stereo not given)	i	i	6	i	i	i	-12	i	1	i	i
CSc1ccccc1OCc1cc(C(=O)N2CCCC(C)C2)no1 (stereo not given)	i	i	1	i	i	i	-15	i	3	i	i
COCCNC(=O)C(=O)NNC(=O)COc1ccc(OC)cc1	i	i	0	i	i	i	-7	i	0	i	i
Cc1ccc(S(=O)(=O)Nc2ccc(-n3cnnn3)cc2)cc1	i	i	-3	i	i	i	-6	i	-1	i	i
COC(C[C@@H]1O[C@H]1C(=O)[C@@H](C)OCc1ccccc1)OC	i	i	4	i	i	i	0	i	-10	i	i
